hcGAS inh = Primary biochemical luminescence assay for human cyclic GMP-AMP synthase inhibitors; Q8N884; recombinant h-cGAS, ATP depletion, Kinase-Glo luminescence; inhibition, % at 12.5 µM; 290,000 compounds, 0.081% hits; AID 1259398, 2018;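 further: 0% = vehicle reaction and 100% = reaction without DNA for no activity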
Target sequence (Q8N884 whole entry, looked up): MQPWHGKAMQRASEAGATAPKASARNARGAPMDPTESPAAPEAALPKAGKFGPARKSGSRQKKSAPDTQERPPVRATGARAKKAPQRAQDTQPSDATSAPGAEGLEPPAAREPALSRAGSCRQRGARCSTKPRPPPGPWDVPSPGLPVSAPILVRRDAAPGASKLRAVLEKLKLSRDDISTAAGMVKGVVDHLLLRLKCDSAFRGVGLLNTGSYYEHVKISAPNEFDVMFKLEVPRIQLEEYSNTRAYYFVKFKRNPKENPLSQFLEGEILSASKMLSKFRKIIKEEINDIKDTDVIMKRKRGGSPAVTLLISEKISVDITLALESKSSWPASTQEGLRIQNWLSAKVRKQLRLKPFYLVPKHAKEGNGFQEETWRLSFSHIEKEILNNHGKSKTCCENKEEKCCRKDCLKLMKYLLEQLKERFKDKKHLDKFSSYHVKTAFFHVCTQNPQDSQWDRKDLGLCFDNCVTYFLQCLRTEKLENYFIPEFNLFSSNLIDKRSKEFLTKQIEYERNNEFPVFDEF
mcGAS inh = cyclic GMP-AMP synthase inhibitors, mouse, primary biochemical chemiluminescence | Q8C6L5 | recombinant cGAS, Kinase-Glo ATP depletion luminescence | inhibition, % at 12.5 µM | 160,000 compounds, 0.15% hits;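 further: 0% = negative control wells and 100% = reference inhibitor with no enzyme activity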
NPYLR7 ag = agonists of mosquito NPYLR7 receptor, primary screen, cell-based, Aedes aegypti, calcium fluorescence, mosquito biting behavior; Aedes aegypti neuropeptide Y-like receptor 7 (NPYLR7); HEK293T NPYLR7/Galpha15, GCaMP6s calcium fluorescence; activation, % at 10 µM; 270,000 compounds, 0.15% hits; AID 1259423, 2018; in the data active means activation above about 40%;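 further: 0% = vehicle and 100% = reference agonist at the receptor; some compounds past the cut are filed as inactive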
* hit, by the source's call; . = not tested or not shown; & = joins results of further samples. Unless noted, no stated cut-off is given here; in the data, active means inhibition above about 40%; inactive means the rest.

SMILES	hcGAS inh	mcGAS inh	NPYLR7 ag
Cc1cccc(C2c3cccn3-c3ccccc3N2C(=O)CN(C(=O)c2cccc([N+](=O)[O-])c2)C2CC2)c1 (stereo unspecified)	-16	-7	-2
CC1CC(C)CN(C(=O)C2CCN(S(=O)(=O)c3cc(Cl)ccc3Cl)CC2)C1 (stereo unspecified)	2	-2	-9
CCOc1ccc(-c2nnc3ccc(SCC(=O)Nc4ccc(C(=O)OC)cc4)nn23)cc1	-6	-7	14
Cc1cc(NC(=O)c2ccccc2S(C)(=O)=O)n(-c2nc3ccccc3s2)n1	-3	-5	-9
COc1ccc2c(c1OC)CN(Cc1cccc(Cl)c1)CC2	-5	.	4
CCc1ccc2nc(N(Cc3ccccn3)C(=O)Cc3ccc(S(C)(=O)=O)cc3)sc2c1	-8	.	5
O=C(c1cccc(-c2ncc[nH]2)c1)N1CCOC(c2ccc(Cl)cc2)C1 (stereo unspecified)	-7	.	28
CC(C)(C)NC(=O)C1CSCN1C(=O)/C=C/c1ccccc1OC(F)(F)F (stereo unspecified)	-4	.	2
O=C(COc1ccccc1)NCCNc1ccc(Nc2ccccn2)nn1	-5	.	9
Cc1csc(NC(=O)C2CCCC2)n1	-6	.	-6

Among those listed so far, four contain a halogen:
SMILES	hcGAS inh	mcGAS inh	NPYLR7 ag
CC1CC(C)CN(C(=O)C2CCN(S(=O)(=O)c3cc(Cl)ccc3Cl)CC2)C1 (stereo unspecified)	2	-2	-9
COc1ccc2c(c1OC)CN(Cc1cccc(Cl)c1)CC2	-5	.	4
O=C(c1cccc(-c2ncc[nH]2)c1)N1CCOC(c2ccc(Cl)cc2)C1 (stereo unspecified)	-7	.	28
CC(C)(C)NC(=O)C1CSCN1C(=O)/C=C/c1ccccc1OC(F)(F)F (stereo unspecified)	-4	.	2

Following part.
SMILES	hcGAS inh	mcGAS inh	NPYLR7 ag
CN1CCCn2nc(C(=O)NCC3(COc4ccccc4)CC3)cc2C1	-3	.	20
CNC(=O)c1ccccc1NCC(=O)NCC(F)(F)F	-5	.	0
CCCCCn1cc(C2CCN(C(=O)CCCCCCC(=O)OC)CC2)c2ccccc21	1	1	9
CCc1cc(=O)[nH]c(-n2nc(C)cc2NC(=O)Cc2ccc(OC)cc2)n1	-2	0	-10
CCCN1CCC2(CC1)Nc1ccccc1C(=O)N2C	-5	.	-23
CCc1c(C)nc(-n2nc(C)cc2NC(=O)c2ccccc2C)[nH]c1=O	-8	-6	3
O=C(CN1CCOc2ccccc2C1)Nc1cnc2n1CCCC2	-6	.	11
COc1ccc(S(=O)(=O)N2CCNC(=O)C2C(C)C)c(C)c1C (stereo unspecified)	-18&-14	.	5&7
Nc1ccc(-c2c(-c3ccccc3)[nH]n(-c3ccccc3)c2=O)cc1	-3	.	11
O=C(O)CS(=O)(=O)Cc1ccc(Br)cc1	-18	.	-1
Cc1[nH]nc(-n2cccn2)c1[N+](=O)[O-]	-3	.	3
CCc1nc2n(n1)C(=O)C(C(c1ccco1)N1CCN(c3ccc(OC)cc3)CC1)S2 (stereo unspecified)	-6	-7	-5
C=CCN(CC(=O)N(CCc1c[nH]c2ccccc12)Cc1ccc(Cl)c(Cl)c1)C1CC1	-1	-3	1
COC(=O)C1C(=O)C(C(=O)OC)C(c2cccs2)C(C#N)(C#N)C1c1cccs1 (stereo unspecified)	-9	.	-6
CCCN(Cc1ccsc1)CC(O)COc1ccccc1 (stereo unspecified)	-4	41*	27
O=C(CC1(O)C(=O)Nc2ccc(Cl)cc21)c1ccc(Cl)cc1 (stereo unspecified)	3	2	3
COc1ccc(CN2CCC(n3nccc3NC(=O)c3ccccc3C)CC2)cc1	-7	.	17
COCCNc1nc(SC)nc2c1cnn2CCNC(=O)c1ccccc1F	-1	-4	.
CCOc1cc(C=CC(=O)N2CCC(C(=O)Nc3ccc4c(c3)OCO4)CC2)cc(Cl)c1OC	-2	.	-11
CCOC(=O)C1CCCCN1CC(=O)N1N=C(c2ccc(C)cc2C)CC1c1cccc(OC)c1 (stereo unspecified)	-8	-5	19
Cc1ccccc1C(=O)NC(C(=O)N1CCCC1)C1CCN(S(=O)(=O)c2ccc(Cl)cc2)CC1 (stereo unspecified)	-8	-6	22
Cc1cc(NC2CC3CC2C2CCCC32)nc(C)n1 (stereo unspecified)	-1	.	1
Cc1ccc2c(Nc3ccc(Br)cc3F)c(C(=O)N3CCCC(C)C3)cnc2n1 (stereo unspecified)	0	-1	10
Cc1ccc(N2C(=O)CSC23C(=O)Nc2ccccc23)cc1Cl (stereo unspecified)	-3	-8	0
CCCN(C)c1cc(C)nc(SCc2ccc(C(=O)N3CCCC(C(=O)OCC)C3)o2)n1 (stereo unspecified)	-12	-4	11
COc1ccc(-c2nc[nH]c2-c2ccccc2)cc1CN(C)C	-4	-12	10
COC(=O)Cn1c(=NC(=O)CCS(=O)(=O)c2ccccc2)sc2c(OC)ccc(OC)c21	-7	-9	3
C=C(C)Cn1c(SCC(=O)N/N=C\c2sccc2C)nnc1-c1ccc(Br)cc1	6	.	-4
Cc1cc(NN)nc(-c2ccccc2O)n1	-2	.	-11
CCOc1ccc(NC(=O)N(CC(=O)N(Cc2ccc3c(c2)OCO3)Cc2cccs2)C2CC2)cc1	-8	-4	16
CC(=O)Oc1ccc(CN2C(=O)C(C)ON=C2c2cccs2)cc1 (stereo unspecified)	9	.	0
Clc1ccc(N2CCN(Cc3cnn4cccnc34)CC2)nc1	2	.	-6
COc1ccccc1N1CCN(c2ccc(NC(=O)Nc3ccc(Cl)cc3)cc2C(=O)NC(C)c2ccccc2)CC1 (stereo unspecified)	-7	-8	13
COc1cccc(-c2cc(C(=O)NC(C)(C)C)nc3cc(C(C)(C)C)nn23)c1	-8	-8	6
CSC1CCC(NC(=O)NCc2ccc(F)c(CN(C)C)c2)C1 (stereo unspecified)	-9	.	2
CCc1cc(CN2CCCC(c3[nH]ncc3CC)C2)[nH]n1 (stereo unspecified)	-8	.	0
CC1(C)O[C@@H]2C[C@@](OCc3ccccc3F)(C(=O)NN3CCOCC3)CC(OCC3CC3)[C@@H]2O1 (stereo partly specified)	-1	-7	18
CCOc1ccc2nc(Cl)c(/C=C/C(=O)c3ccco3)cc2c1	7	.	-3
CO[C@H]1[C@H](NC(=O)c2ccncc2)c2ccccc2C12CCN(C(=O)CCn1nc(C)cc1C)CC2	-7	-10	21
C=CCN1C(=O)C(=Cc2c(N3CCC(C)CC3)nc3c(C)cccn3c2=O)SC1=S	-6	.	6

Brought forward from above: 2 compounds, followed by the next part.
SMILES	hcGAS inh	mcGAS inh	NPYLR7 ag
CO[C@H]1[C@H](NC(=O)c2ccncc2)c2ccccc2C12CCN(C(=O)CCn1nc(C)cc1C)CC2	-7	-10	21
C=CCN1C(=O)C(=Cc2c(N3CCC(C)CC3)nc3c(C)cccn3c2=O)SC1=S	-6	.	6
CC(=O)c1ccc(S(=O)(=O)N2CCN(CCC(=O)N3CCc4ccccc43)CC2)cc1	-2	-6	17
Cc1ccccc1-c1nnc2ccc(-c3ccc4ncccc4c3)cn12	-6	-7	-2
C=CCn1cc(C(=O)Nc2ccc(C)cc2C)c2nn(-c3ccccc3)c(=O)c-2c1	-5	-8	5
CCOCCn1c(CN2CCCCC2C)nc2c1c(=O)n(C)c(=O)n2C (stereo unspecified)	-5	-6	2
O=C1OC(c2ccccc2)=N/C1=C\c1ccccc1C(F)(F)F	1	.	-2
CC(=O)c1c(C)[nH]c(-c2csc(N3CCN(C)CC3)n2)c1C	-5	.	19
CC(C)(C)c1nn2cnnc2n(/N=C\c2ccccc2O)c1=O	-6	.	3
COCCN(Cc1nc(C(=O)NC2CCN(Cc3ccccc3)CC2)cs1)C(=O)Nc1ccc(Cl)cc1	-12	-5	18
Cc1ccc(-c2nnc(NCCCO)c3ccccc23)cc1	-7	.	-1
CCOC(=O)N1CCN(C(c2ccc(C)cc2)c2c(O)cc(C)n(Cc3cccnc3)c2=O)CC1 (stereo unspecified)	-8	.	12
CCCn1c(N2CCN(Cc3ccc(Cl)cc3Cl)CC2)nc2c1c(=O)[nH]c(=O)n2C	0	.	3
COc1ccccc1/C=C1/C(=N)N2N=C(c3ccccc3)SC2=NC1=O	2	.	0
O=S(=O)(/C=C/c1ccccc1)N1CCN2CCCC2C1 (stereo unspecified)	-8	.	3
CC(C)c1cc(=O)[nH]c(-n2nc(-c3cccs3)cc2NC(=O)CCc2ccccc2)n1	-3	.	2
Cc1ccc(Cl)cc1-n1c(SCc2nc(C(=O)NCCN3CCCCC3)cs2)nnc1-c1cccnc1	0	1	-6
COC(=O)c1ccc2c(c1)CC(CNC(=O)c1cc(F)ccc1F)O2 (stereo unspecified)	-4	-6	4
COCCNC(=O)CSc1nc(Cl)cc(N2CCN(C(=O)c3cccc(F)c3)C(C)C2)n1 (stereo unspecified)	-4	-6	1
CC(CNC(=O)c1ccc(Cn2ccccc2=O)o1)N(C)C (stereo unspecified)	1	.	0
Cc1c(C(=O)NCc2ccccc2)sc(=O)n1Cc1ccccc1F	-5	.	12
CC1(C)CC(=O)/C(=C/c2cccs2)C(C)(C)N1	-4	.	4
CC(C1CC1)N(C)C(=O)c1cccc(S(=O)(=O)N(C)C)c1 (stereo unspecified)	1	.	0
Cc1ccc2oc(C(=O)N3CCN(CCn4cncn4)CC3)cc2c1	2	.	1
COc1ccc(C)cc1N1C(=O)C(c2c(-c3ccccc3)[nH]n(-c3ccccc3)c2=O)=C(N2CCOCC2)C1=O	-3	-8	3
COCCN(CC(=O)N1CCc2sccc2C1c1ccccc1C)C(=O)c1cccc(Cl)c1 (stereo unspecified)	0	0	-12
O=C(Nc1ccc(SCCN2CCCCCC2)nn1)c1cccs1	-10	.	8
CCCOc1ccc(C(=O)Nc2cccc(Oc3ncccc3C(=O)OCC)c2)cc1	-6	-4	-8
O=[N+]([O-])c1ccc(CSc2ccc3nnc(-c4ccccn4)n3n2)cc1	-1	-2	-2
CCOCCCN(CC(=O)N(Cc1cccn1Cc1ccc(Br)cc1)C1CCCCC1)C(=O)c1ccc(OC)cc1	-4	-5	-8
Cc1cccc(CN(CCc2ccncc2)C2CC2)c1	-8	.	4
Cc1c(C(=O)N2CCN(C3CCCCC3)CC2)cnn1-c1nccc(-c2ccccc2F)n1	-5	-26	-2
CNC(=O)[C@@]1(OCc2cccc(Cl)c2)CC(OCc2ccc(C(F)(F)F)cc2)[C@@H]2OC(C)(C)O[C@@H]2C1 (stereo partly specified)	-4	-3	6
CCc1cnc2c(c1OC)c(=O)n(CC(N)=O)c(=O)n2C	-5	-8	-2
CC(=O)NCc1ccc(C(=O)COc2ccc(C(C)=O)cc2)cc1	-6	.	8
COc1ccccc1N1CCN(c2ncccc2CNC(=O)[C@@H]2C[C@@H](O)CN2)CC1	-5	.	-8
COc1ccc(CN(Cc2cccn2Cc2cccc(C(F)(F)F)c2)C2CCCCC2)cc1	-4	-3	1
Cn1cccc1CN(CC(O)COCc1ccccc1)CC1CCCO1 (stereo unspecified)	-11	-5	26
CCCCn1c(N)c(C(=S)NC(=O)CC(C)C)c(=O)n(C)c1=O	-1	.	-5
Cc1nn(C)c(C(=O)N2C[C@@H](CN(C)CCO)[C@@H](CO)C2)c1Cl	-9	-6	.
COc1ccc(OCc2ccc(-c3nc(C#N)c(NCCN(C)C)o3)o2)cc1	-3	-6	3
COc1ccc(-c2nc(Nc3cccc(C(F)(F)F)c3)c3ccccc3n2)cc1	-6	-6	15
COCCN1N=C(C)C(C)n2c1nc1c2c(=O)n(Cc2c(F)cccc2Cl)c(=O)n1C (stereo unspecified)	-4	.	-7
O=C(c1ccc2snnc2c1)N1CCOC(COc2cccc(C(F)(F)F)c2)C1 (stereo unspecified)	-6	-5	6
CC1C(=O)N(c2cccc(Br)c2)CCN1C(=O)COc1ccc(Cl)cc1 (stereo unspecified)	-5	.	1
COc1ccc(CCNC(=O)CC2CSc3nc4c(c(=O)n32)CCC4)cc1OC (stereo unspecified)	-4	.	-2
O=C(C1Cc2ccccc2C1)N(CCCn1ccnc1)Cc1ccncc1	-1	1	-1
Cc1nc(-n2nc(-c3cccs3)cc2NC(=O)CSCc2ccccc2)[nH]c(=O)c1C	10	.	4
Cc1cc(NCCc2cccs2)c2nncn2n1	-10	-8	-1
CC(C)Cn1c(N)c(C(=O)COC(=O)C2CSC3(C)CCC(=O)N23)c(=O)n(C)c1=O (stereo unspecified)	-4	-7	0
COC(=O)C1=CNC=C(C(=O)OC)C1c1ccsc1	-8	.	-2
Cc1noc(C)c1CN(C)Cc1nc2ccccc2n1C(C)C	-3	.	0
CN1CCN(c2nc(C(=O)N3CCCCC3)cs2)C1=O	-7	.	-3
Cn1nccc1C(=O)N1CCC2(CC1)CC(Cc1nc(C3CC3)no1)CCO2 (stereo unspecified)	-14	-6	.
CC1(Cc2ccc(Cl)cc2)C(=O)Nc2ccc(-c3ccc(F)c(Cl)c3)cc21 (stereo unspecified)	3	-3	2

3 entries out of the list, arranged by number of heavy atoms, highest first:
SMILES	hcGAS inh	mcGAS inh	NPYLR7 ag
CCCOc1ccc(C(=O)Nc2cccc(Oc3ncccc3C(=O)OCC)c2)cc1	-6	-4	-8
O=C(c1cccc(-c2ncc[nH]2)c1)N1CCOC(c2ccc(Cl)cc2)C1 (stereo unspecified)	-7	.	28
Cc1cc(NN)nc(-c2ccccc2O)n1	-2	.	-11
